SENP1 inh: SENP1 (human) catalytic domain inhibition; Q9P0U3; recombinant SENP1 catalytic domain, CyPet-SUMO1-YPet FRET cleavage; inhibition, % at 10 µM; 360,000 tested, 0.21% active; AID 624204;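 active = inhibition at least 30% at 10 µM, raw YFP signal under a set limit, fluorescence ratio 0.5 to 1.5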;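 note: 0% = enzyme with DMSO and 100% = no enzyme wells; some results filed as inactive read as strong as hits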
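Assay system – human recombinant His6-tagged SENP1 catalytic domain enzyme · Input – SENP1 enzyme, 20 pM final · Buffer or medium – Tris pH 8 buffer plus EDTA, NaCl, BME, BSA, NP40, catalase · Schedule – 50 min reaction at room temperature · Technique – FRET read of cyan and yellow fluorescence · Control set – no-enzyme wells low, DMSO-plus-enzyme wells high control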
ATG4B inhibitor: ATG4B (human) cysteine protease inhibition. AID 504462. inhibition, % at 8.33 µM. ATG4B cleavage of LC3-PLA2, NBD-HPC fluorescence, 1 h. 340,000 tested, 0.51% active. Q9Y4P1; in the data active = inhibition above about 40%
Target sequence (Q9Y4P1 whole entry, looked up): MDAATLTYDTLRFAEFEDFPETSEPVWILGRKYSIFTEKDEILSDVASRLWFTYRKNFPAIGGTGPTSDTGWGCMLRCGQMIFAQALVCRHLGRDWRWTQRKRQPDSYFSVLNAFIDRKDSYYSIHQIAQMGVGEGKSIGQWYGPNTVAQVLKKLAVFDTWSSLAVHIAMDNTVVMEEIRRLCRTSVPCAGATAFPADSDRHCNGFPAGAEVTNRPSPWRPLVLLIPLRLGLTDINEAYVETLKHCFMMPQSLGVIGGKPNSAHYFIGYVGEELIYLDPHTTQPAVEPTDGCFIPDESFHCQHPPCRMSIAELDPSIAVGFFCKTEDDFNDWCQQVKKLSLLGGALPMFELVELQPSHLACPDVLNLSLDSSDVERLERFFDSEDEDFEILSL
PfGluPho inh: PfG6PD (Plasmodium falciparum) enzyme inhibition | PfGluPho enzyme, NADPH resazurin-diaphorase fluorescence | 350,000 tested, 0.78% active | AID 504690 | inhibition, % at 20 µM;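 active = inhibition reaching at least a set limit at 20 µM in the primary screen, cut at about 59% in these data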;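 note: 0% = DMSO wells with substrate and 100% = DMSO wells lacking glucose-6-phosphate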
NR3A LBD binder: modulates the human NR3A ligand-binding domain | NR3A LBD differential scanning fluorimetry, Tm shift; 0% = protein alone, 100% = glycine-bound protein | Tm shift relative to glycine control, % at 25 µM | 340,000 tested, 2.5% active;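 active = melting temperature shift of at least 10% of the positive control shift, at one fixed dose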
hIAP act: increases human intestinal alkaline phosphatase activity; purified human IAP, CDP-Star luminescence, 30 min; hits give high values; 1 = vehicle-only enzyme, 0 = enzyme-free background; activation factor at 10 µM; 330,000 tested, 0.16% active;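 active = activation factor of the enzyme at least 2-fold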; note: the source names both 10 and 20 µM as test concentration; values of inactives mirror those of a sister screen read the other way
SENP6 inh: inhibitors of human SENP6 protease. Recombinant SENP6 catalytic domain, aminoluciferin luminescence. inhibition, % at 10 µM. Q9GZR1. AID 2599. 330,000 tested, 1.8% active;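 active = inhibition above about 50% at the single tested dose, limit read from the data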;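 note: plate controls were DMSO wells with enzyme for no effect and DMSO wells lacking enzyme for full effect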
Target sequence (Q9GZR1 628-1112 limits assumed): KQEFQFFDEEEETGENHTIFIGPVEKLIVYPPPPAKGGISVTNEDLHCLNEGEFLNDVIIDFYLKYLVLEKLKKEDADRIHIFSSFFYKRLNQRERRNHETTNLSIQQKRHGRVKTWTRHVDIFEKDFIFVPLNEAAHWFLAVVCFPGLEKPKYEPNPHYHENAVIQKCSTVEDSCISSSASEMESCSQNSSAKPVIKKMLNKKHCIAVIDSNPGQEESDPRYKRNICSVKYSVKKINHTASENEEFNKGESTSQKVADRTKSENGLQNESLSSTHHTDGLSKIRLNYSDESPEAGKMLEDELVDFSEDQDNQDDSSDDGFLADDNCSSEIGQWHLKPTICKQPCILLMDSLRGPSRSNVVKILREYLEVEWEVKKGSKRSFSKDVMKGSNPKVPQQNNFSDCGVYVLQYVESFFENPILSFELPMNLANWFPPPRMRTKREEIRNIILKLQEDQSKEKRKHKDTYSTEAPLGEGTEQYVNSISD
MPTP inh: permeability transition pore inhibition; isolated mouse mitochondria, Ca2+ swelling absorbance, 30 min; inhibition, % at 10 µM; 360,000 tested, 1.4% active; AID 602449;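 active = inhibition of 50% or more, scaled per plate between neutral and stimulator controls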;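 note: 0% = DMSO wells given calcium and 100% = 1 mM EGTA wells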
SENP8 inh: inhibitors of human SENP8 protease. recombinant SENP8, Nedd8 substrate fluorescence. inhibition, % at 20 µM. 360,000 tested, 0.64% active. AID 602440; in the data active = inhibition mostly above about 40%, no sharp cut-off; inactive = mostly below about 27%
Numbers without * were called inactive; i = inactive; · = not tested or not shown; & = joins results of further samples.

SMILES	SENP1 inh	ATG4B inhibitor	PfGluPho inh	NR3A LBD binder	hIAP act	SENP6 inh	MPTP inh	SENP8 inh
O=C(CSc1nnc(CNC(=O)c2c(F)cccc2F)o1)NCc1ccccc1Cl	-2.4	3.9	-2.1	-2.2	1.02	-1.5	-0.1	7.2
CC(OC(=O)CCC(=O)c1cccs1)C(=O)NC1CCCCC1C (configuration not stated)	4.7	-7.4	-0.6	-0.3	1.26	0.2	0.1	-0.8
CC(C(=O)NCC1CCCCC1)N(C)CC(=O)Nc1ccc(N2CCOCC2)cc1 (configuration not stated)	-0.6	-12.0	-0.3	1.9	0.906	8.7	4.2	12.9
CC(C)c1csc(CN2CCC(CCC(=O)NCC3CCCO3)CC2)n1 (configuration not stated)	1.5	-0.4	-8.4	0.1	1.02	5.1	0.5	-3.0
CCn1cc(C(=O)NCC(OC)OC)c(=O)c2cc(S(=O)(=O)N(C)C3CCCCC3)ccc21	0.3	1.8	-0.2	-1.3	1.23	-12.4	0.6	22.3
Cc1onc(C(=O)N2CCN(c3ccccc3)CC2)c1[N+](=O)[O-]	0.2	-13.9	2.2	2.7	0.868	-10.4	0.6	7.0
CC(=O)C1=C(C)NC(=O)NC1/C=C/c1ccccc1 (configuration not stated)	0.9	-4.4	-14.7	-1.1	0.955	-18.5	-0.1	3.7
Cc1ccc([C@@H]2C[C@H]3[C@@H](CN2S(=O)(=O)c2ccc(C)cc2)C(=O)C[C@@H](c2ccc(C)cc2)N3S(=O)(=O)c2ccc(Cl)cc2)cc1	-1.8	·	4.3	·	·	·	0.3	0.7
Cc1ccccc1OCC(=O)OCC(=O)NC1CC1	6.3	-12.2	3.0	0.5	0.867	-7.9	-0.9	14.2
CN(C)S(=O)(=O)c1cccc(NC(=O)c2cc(-c3cccs3)nc3ccccc23)c1	0.5	-5.9	14.2	-9.5	1.06	2.6	3.6	-294.2
Cc1ccc(N)cc1NC(=O)CN1CCOCC1	3.0	4.8	-7.2	0.8	1.06	2.0	-0.1	17.6
CC(OC(=O)C1=Cc2ccccc2OC1)C(=O)NC(C)(C)C (configuration not stated)	1.0	-2.4	1.4	1.6	0.986	-24.5	-0.3	-51.0
CC(C)CCn1cnc2c(cnn2-c2ccc(Cl)cc2)c1=O	-0.7	-3.8	-11.1	0.8	1.05	-0.8	0.4	35.8
COc1ccc(N/C(N)=N/c2nc(CSc3nnc(C)s3)cc(=O)[nH]2)cc1	-0.8	-13.1	16.7	-3.0	1.28	-7.3	-0.5	0.0
Cc1cc(C)c(C#N)c(SCc2ccc([N+](=O)[O-])cc2)n1	3.0	1.7	-0.1	0.6	0.89	-11.4	-1.1	32.8
Cc1csc(NC(=O)CSc2nc3ccccc3c3c2CCCC3)n1	-46.0	-7.9	7.3	-3.8	0.927	11.9	4.1	26.2
CCN(CC)S(=O)(=O)c1cccc(C(=O)N[C@H](C(=O)NNC(=O)c2ccccc2)C(C)C)c1	3.6	-3.3	-19.2	-2.9	1.24	-0.4	3.9	33.1
Cc1cc(C)c(C#N)c(SCC(=O)Nc2ccc(S(=O)(=O)Nc3ncccn3)cc2)n1	-5.2	-0.6	-35.6	-1.0	1.07	-1.6	0.3	-52.8
NC(=O)CC(NC(=O)c1ccccc1)c1ccc(NCc2ccccc2)c([N+](=O)[O-])c1 (configuration not stated)	1.3	-11.4	0.8	-1.1	0.811	-22.2	0.6	19.1
COc1cccc(-c2c(-c3cc(OC)cc(OC)c3)n(C)c3ccc(-c4ccc(OC)nc4)cc23)c1	0.1	-7.6	-2.0	2.4	1.02	-3.8	2.5	i
N#CCC(=O)N/N=C/c1ccc(N2N=C(c3ccccc3)CC2c2ccccc2)cc1 (configuration not stated)	-25.0	-13.8	4.7	6.8	0.993	-19.9	2.4	-305.5
COc1cccc2c1CCC1=CC(=O)CCC12C (configuration not stated)	5.1	-3.1	16.4	-0.6	·	·	-0.2	14.5
O=C(COc1ccccc1)NC(=S)Nc1ccc(Br)cn1	1.4	5.6	-8.3	1.1	0.741	-17.1	1.2	0.4
C[C@H]1CN([C@@H](C)CO)S(=O)(=O)c2ccc(Br)cc2O[C@@H]1CN(C)Cc1ccccc1	-0.8	·	11.0	·	·	·	-1.8	22.4
c1ccc(CN(CCN2CCOCC2)Cc2ccccc2)cc1	1.0	-5.1	-1.8	-0.5	·	·	0.1	0.0
CCC(C)(C)NC(=O)Cn1c(-c2ccccc2)cc(C(C)=O)c1C	-0.6	-4.7	-4.1	-1.7	1.19	4.0	1.3	9.5
COc1ccccc1N1CCN(C(=O)COc2cc(C)cc3oc(=O)cc(C)c23)CC1	2.4	2.6	-4.7	-1.5	1.18	-6.6	-0.5	-152.5
COc1ccc(NC(=S)N(CCc2c(C)[nH]c3ccc(C)cc23)Cc2ccco2)cc1	-4.1	-11.8	-4.3	-5.2	0.877	5.2	0.1	1.5
COc1ccccc1C(=O)NC(=O)COc1cc(Cl)ccc1Cl	0.6	-6.2	-8.6	6.2	1.23	-13.3	-0.4	5.3
CCOC(=O)C1=C(N)Oc2ccc3ccccc3c2C1c1cccc(O)c1 (configuration not stated)	-2.0	-10.6	2.8	-0.7	0.961	-29.6	1.8	5.3
O=C(CSc1nnnn1-c1ccccc1F)Nc1nc2ccccc2s1	2.0	0.8	6.4	-1.3	1.17	-13.1	2.4	5.1
CC1(C)C(c2ccccc2)=NC(c2ccc(Br)cc2)N1O (configuration not stated)	1.7	14.3	-1.0	-1.7	0.938	-3.4	1.1	11.6
Cc1ccccc1NC(=O)CCC(=O)OCCCC(F)(F)C(F)(F)F	1.4	-3.9	8.2	1.3	0.943	-10.2	0.2	2.5
COc1ccccc1NC(=O)N(C)C[C@H]1Oc2cc(Br)ccc2S(=O)(=O)N([C@H](C)CO)C[C@H]1C	-0.7	·	-13.7	·	·	·	0.1	10.7
CN(Cc1ccc(F)cc1)Cc1nc(CCc2ccccc2)no1	0.2	0.8	11.8	2.2	1.24	-17.5	0.1	11.1
O=C(COC(=O)CNC(=O)c1ccccc1)Nc1ccccc1Cl	2.1	-7.8	0.2	-1.0	0.829	11.5	0.4	-21.6
COc1ccc(-c2oc(NC(=O)CSc3ncn[nH]3)c(C#N)c2-c2ccc(OC)cc2)cc1	0.9	6.2	-36.1	4.2	0.957	-22.5	15.9	-15.6
O=C(NN=Cc1c(F)cccc1F)c1ccccc1NS(=O)(=O)c1cccs1	0.8	-20.2	9.7	-8.7	1.09	7.7	1.5	-44.5
COc1ccc(CNC(=O)CCC(=O)N2CCN(S(=O)(=O)c3cc([N+](=O)[O-])ccc3C)CC2)cc1	3.2	-7.0	5.5	0.5	0.97	-1.1	-1.3	7.0
O=C(Oc1ccccc1-c1nnco1)c1ccc(Cl)cc1	4.8	3.5	2.2	-1.8	1.21	-8.5	-5.2	15.3
CC1(C)N=C(/C=N/O)C=[N+]1[O-]	2.1	-6.3	9.2	2.7	1.03	7.9	-3.4	3.1
CCCCN(C)C(=O)c1nc2ccccn2c1CN1CCN(c2cnccn2)CC1	3.1	-0.4	0.9	-0.2	0.956	-23.4	1.1	2.6
NS(=O)(=O)c1cccc(NC(=O)Cc2ccc(Cl)c(Cl)c2)c1	0.1	0.0	-2.6	-6.2	1.19	-30.4	-1.0	6.5
Cc1cc(Nc2ccccc2)nc(N2CCN(C(=O)c3ccc4c(c3)OCO4)CC2)n1	-0.6	-10.5	2.1	-0.5	1.1	-15.5	-0.1	-23.8
CC(C)[C@H](NC(N)=O)C(=O)Nc1cccc(S(=O)(=O)NC2=NCCCCC2)c1	-0.8	-1.5	9.8	3.2	1.05	8.1	-0.5	16.4
COc1ccc(Cl)cc1NC(=O)Cn1c(=O)n2nc(C)nc2c2ccccc21	0.7	-9.6	-3.7	-2.1	0.918	2.3	-0.7	5.8
Cc1[nH]nc(-c2ccc(OCc3cnn(-c4ccccc4)c3)cc2O)c1Oc1ccc(F)cc1	1.8	7.8	-22.7	20.3*	1.09	-4.3	6.5	15.0
c1cncc(-c2nnc3n2N=C(c2cccs2)CS3)c1	1.7	-16.6	-0.1	-0.9	1.21	-20.8	-0.8	34.0

Four structures from above, arranged by length of the SMILES, low to high:
SMILES	SENP1 inh	ATG4B inhibitor	PfGluPho inh	NR3A LBD binder	hIAP act	SENP6 inh	MPTP inh	SENP8 inh
CC1(C)N=C(/C=N/O)C=[N+]1[O-]	2.1	-6.3	9.2	2.7	1.03	7.9	-3.4	3.1
c1cncc(-c2nnc3n2N=C(c2cccs2)CS3)c1	1.7	-16.6	-0.1	-0.9	1.21	-20.8	-0.8	34.0
NS(=O)(=O)c1cccc(NC(=O)Cc2ccc(Cl)c(Cl)c2)c1	0.1	0.0	-2.6	-6.2	1.19	-30.4	-1.0	6.5
CCCCN(C)C(=O)c1nc2ccccn2c1CN1CCN(c2cnccn2)CC1	3.1	-0.4	0.9	-0.2	0.956	-23.4	1.1	2.6

Carrying on:
SMILES	SENP1 inh	ATG4B inhibitor	PfGluPho inh	NR3A LBD binder	hIAP act	SENP6 inh	MPTP inh	SENP8 inh
Cc1cccc(-n2c(C)c(C)c3c(N)ncnc32)c1	0.0	2.3	-0.7	-0.7	1.04	-9.6	-1.3	-18.7
CCC(=O)NCCc1cc2ccc(C)cc2[nH]c1=O	2.1	-3.1	-0.5	0.3	1.28	-11.8	-0.2	-24.2
CCCCNc1c(-c2ccc(SC(C)CC)cc2)nc2ccccn12 (configuration not stated)	-30.9&-21.8	33.7	53.4	-7.7	0.927	96.5*	18.2&2.4	-451.3
COc1cccc(C(C(=O)NC2CCCC2)N(C(=O)c2ccco2)C2CC2)c1OC (configuration not stated)	-4.0	-4.2	-6.3	0.7	0.968	-16.8	0.7	13.6
O=C(Nc1ccc(S(=O)(=O)N2C[C@@H]3C[C@@H](C2)c2cccc(=O)n2C3)cc1)c1ccc(F)cc1	-0.7	-3.5	18.1	1.6	0.99	-6.5	-0.1	-2.6
O=C(c1cccc(F)c1)N1CCN(c2ccc([N+](=O)[O-])c(N3CCCCC3)c2)CC1	1.2	-8.0	8.7	9.0	0.872	-4.3	-8.5	38.9
c1ccc(-c2nnnn2-c2ccccn2)cc1	2.1	-7.0	-0.5	4.7	·	·	-2.2	16.4
CSc1nc2oc3c(c2c2nncn12)CC(C)(C)SC3	-46.9	-6.8	20.7	7.2	0.985	-7.4	-1.8	-291.3
COCC(=O)N[C@@H]1c2cc(OC)c(OC)cc2C[C@H]1OCc1ccccc1	3.2	-6.5	4.2	-2.4	·	·	-0.8	7.8
O=C(Nc1cccc2ccccc12)NC1CCS(=O)(=O)C1 (configuration not stated)	1.2	-2.7	-12.5	-4.1	1.15	-1.0	5.9	-34.3
O=C(O)CP(=O)(c1ccccc1)c1ccccc1	1.2	2.5	-4.5	2.6	1.36	-8.4	-1.4	11.5
C=CCN1C(c2ccc(OCC)cc2)=CS/C1=C(\C#N)c1nnc2n1CCCCC2	1.0	22.1	10.0	-6.3	1.22	-5.9	0.2	9.0
CCOC(=O)Cn1cnc2c(nnn2-c2cccc(Cl)c2)c1=O	-1.4	-6.0	9.4	0.9	0.964	9.0	1.1	13.4
CCn1c(SCC(=O)Nc2nccs2)nnc1-c1ccccn1	0.1	-4.0	10.6	3.2	1.19	5.1	-0.9	-10.1
S=C(Nc1ccc2nccnc2c1)N1CCOCC1	34.6	-7.4	13.9	-1.9	1.02	14.8	-1.3	-150.9
Cc1nnc(NC(=O)c2ccc(S(=O)(=O)C(F)F)cc2)s1	3.9	1.0	-0.7	-0.4	1.16	-15.4	0.3	2.4
CC(OCC(O)CNCC1COc2ccccc2O1)c1ccc(Cl)cc1 (configuration not stated)	-1.8	-6.1	10.6	2.5	0.808	-9.0	85.8*	8.5
O=C(NCCc1ccc2c(c1)OCCO2)c1ccc(F)cc1	-0.4	-3.8	6.2	-2.7	1.07	-4.4	1.9	1.0

Compound activity as filed in PubChem.
